High-throughput results as filed in PubChem.
TIM10 inh: growth inhibitors of isogenic TIM10 control yeast, primary screen, counter-screen for tim10-1 yeast inhibitor project, luminescence, uHTS; S. cerevisiae TIM10 strain growth, BacTiter-Glo luminescence, 24 h; inhibition, % at 10 µM; 330,000 compounds, 1.4% hits; AID 463195, 2010;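 active = inhibition of 40% or more at the single tested concentration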;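 note: wild-type TIM10 isogenic control strain grown at permissive 25 °C; 0% = DMSO yeast wells and 100% = minimal medium wells without yeast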
Mdm2 MdmX PPI: inhibitors of human Mdm2-MdmX association, primary screen, cell-based, luminescence, split luciferase, SaOS-2, uHTS. SaOS-2 split-luciferase Mdm2/MdmX complementation. AID 485346, 2010. 330,000 compounds, 3% hits. Protein Mdm4 (Homo sapiens) + E3 ubiquitin-protein ligase Mdm2 (Homo sapiens), …. inhibition, % at 8 µM;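 active = inhibition of at least 50% at 8 µM in the primary screen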
Target sequence (O15151 whole entry, looked up): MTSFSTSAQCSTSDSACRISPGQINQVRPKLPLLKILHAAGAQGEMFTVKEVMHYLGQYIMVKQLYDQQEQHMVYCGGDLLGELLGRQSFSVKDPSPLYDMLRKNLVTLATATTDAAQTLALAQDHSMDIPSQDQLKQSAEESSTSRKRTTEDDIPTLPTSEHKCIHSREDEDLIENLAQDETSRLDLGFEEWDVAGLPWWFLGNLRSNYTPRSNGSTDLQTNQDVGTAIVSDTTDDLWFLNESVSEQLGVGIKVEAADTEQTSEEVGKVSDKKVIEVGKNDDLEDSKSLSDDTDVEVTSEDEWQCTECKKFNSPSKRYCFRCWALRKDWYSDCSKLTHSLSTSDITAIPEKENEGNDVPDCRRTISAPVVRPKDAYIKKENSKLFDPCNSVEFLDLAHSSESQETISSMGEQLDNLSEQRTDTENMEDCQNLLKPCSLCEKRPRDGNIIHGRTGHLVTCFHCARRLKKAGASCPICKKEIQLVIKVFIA
Target sequence (Q00987 whole entry, looked up): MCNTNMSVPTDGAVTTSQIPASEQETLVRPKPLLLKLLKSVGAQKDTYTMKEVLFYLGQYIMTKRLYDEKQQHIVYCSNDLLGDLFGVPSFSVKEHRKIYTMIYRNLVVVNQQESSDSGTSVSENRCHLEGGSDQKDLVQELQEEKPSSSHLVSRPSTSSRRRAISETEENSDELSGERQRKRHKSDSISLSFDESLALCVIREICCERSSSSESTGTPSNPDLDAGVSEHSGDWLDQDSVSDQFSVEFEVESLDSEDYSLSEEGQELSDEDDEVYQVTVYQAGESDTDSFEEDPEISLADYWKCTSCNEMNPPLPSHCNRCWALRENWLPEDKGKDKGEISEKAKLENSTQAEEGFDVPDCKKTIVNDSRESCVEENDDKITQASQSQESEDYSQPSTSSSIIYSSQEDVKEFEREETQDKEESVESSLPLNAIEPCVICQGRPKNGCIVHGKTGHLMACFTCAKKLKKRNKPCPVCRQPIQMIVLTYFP
Jurkat NFkB inh: inhibitors of induced NF-kB luciferase reporter, primary screen, TCR NF-kB activation inhibitor project, cell-based, luminescence, uHTS | Jurkat, PMA/ionomycin-induced NF-kB luciferase reporter | inhibition, % at 4 µM | 330,000 compounds, 0.53% hits | AID 435003, 2010; in the data active = inhibition above about 50%
tim23-1 inh: growth inhibitors of tim23-1 mutant yeast, primary screen, luminescence, uHTS. S. cerevisiae tim23-1 growth, BacTiter-Glo luminescence, 24 h. inhibition, % at 20 µM. 330,000 compounds, 1.3% hits;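 active = growth inhibition of the mutant yeast at or above 50%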;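 note: temperature-sensitive mutant grown at 25 °C; plate controls were DMSO-treated mutant yeast for no effect and medium wells lacking yeast for full effect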
UPR XBP1 act: activators of adaptive XBP1 UPR arm, primary screen, cell-based, CHO-XBP1 luciferase reporter, luminescence, uHTS. IRE1-XBP1 UPR activation; percent of tunicamycin response, DMSO as zero. activation, % at 20 µM. 330,000 compounds, 0.33% hits. AID 463104, 2010;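 active = versus positive control, 20 µM dose yields 30% or more activation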;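 note: 100% = tunicamycin at 10 µg/mL and 0% = DMSO only wells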
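Assay system: IRE1-XBP1 luciferase reporter CHO line. Input: 1000 cells/well. Buffer or medium: F12 with 10% serum. Doses: 20 µM, 1% DMSO. Times: overnight seeding at 37 °C, 6 h compound treatment at 37 °C. Technique: Steady-Glo luciferase glow luminescence, 10 min after reagent addition.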
697 NFkB inh: inhibitors of PMA/ionomycin-induced NF-kB reporter, 697 cells, primary screen, B-cell NF-kB inhibitor project, cell-based, luminescence, uHTS; 697 B-cell NF-kB luciferase reporter, 16 h; inhibition, % at 4 µM; 330,000 compounds, 0.33% hits; AID 435022, 2010; in the data active = inhibition above about 35%
CHOP UPR activ: activators of apoptotic CHOP UPR arm, primary screen, cell-based, CHO-CHOP luciferase reporter, luminescence, uHTS. AID 449763, 2010. UPR activation; percent of tunicamycin response over DMSO baseline. 330,000 compounds, 0.34% hits. activation, % at 10 µM;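 active = at 10 µM dose, activation of 40% or more, normalized to positive control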;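 note: 100% = tunicamycin at 10 µg/mL and 0% = DMSO alone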
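Evaluation: % reporter activation, DMSO baseline versus tunicamycin full activation; System: CHO-CHOP luciferase reporter cell line; Input: 500 cells/well; Incubation: 6 h compound treatment, 37 °C; Measured by: Steady-Glo luciferase luminescence; Dosing: one dose, 10 µM in 0.5% DMSO; Buffer or medium: F12 medium, 10% FBS; Benchmarks: positive tunicamycin 10 µg/mL, negative DMSO alone.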
tim10-1 inh: growth inhibitors of tim10-1 mutant yeast, primary screen, luminescence, uHTS; S. cerevisiae tim10-1 ts strain growth, BacTiter-Glo, 24 h; inhibition, % at 20 µM; 330,000 compounds, 2.2% hits; AID 463190, 2010;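 active = inhibition of at least 40%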;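 note: mutant grown at 25 °C; 0% = DMSO wells with yeast and 100% = wells holding no yeast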
Starred values were filed as active, the others as inactive.

SMILES	TIM10 inh	Mdm2 MdmX PPI	Jurkat NFkB inh	tim23-1 inh	UPR XBP1 act	697 NFkB inh	CHOP UPR activ	tim10-1 inh
CCCCn1c(=O)c(C(=O)Nc2nnc(C(C)C)s2)c(O)c2ccccc21	5	11	16	0	3	-25	-1.3	-1
O=C1NC(=O)N(c2ccc3c(c2)OCO3)C(=O)/C1=C/c1ccc(N2CCCC2)o1	3	16	-2	13	-2	-3	0.4	12
Cc1ccc2c(c1)cc1c(=O)n(CC(=O)N3CCC4(CC3)OCCO4)nc(C)n12	7	3	-2	-10	-2	6	1.3	10
CC12CC(c3ccccc3O1)C(C(=O)OCc1ccccc1)C(=O)N2 (configuration not stated)	16	28	-2	19	-1	0	0.7	22
Cc1ccc(CS(=O)(=O)CCC(=O)N2CCC3(CC2)OCCO3)cc1	-5	8	-5	-8	-3	5	2.4	-4
COc1ccc2c3c1OC1C(=O)CC[C@@]4(O)[C@@H](C2)N(CC2CC2)CC[C@]314 (some centres not stated)	5	8	1	0	-1	7	1.4	-2
O=[N+]([O-])c1cc(-n2cnnn2)c(O)c([N+](=O)[O-])c1	-5	-30	0	6	-1	1	0.5	1
CC(=O)c1ccccc1NC(=O)C1C2CCC(O2)C1C(=O)O (configuration not stated)	-6	-10	-3	2	-1	18	-1.2	-1
Cc1ccc(NC(=O)c2ccc(C)c(S(=O)(=O)N3CCCCC3)c2)nc1	-6	5	-2	21	-2	-23	0.1	33
COC(=O)C1=C(c2cccc(OC)c2OC)C[C@@H]2CC[C@H]1N2C(=O)NCCO	-2	-2	-8	-12	0	15	-0.8	3
Fc1ccc(C(OCCN2CCCC2)c2ccc(F)cc2)cc1	-6	-7	2	6	-1	-5	-0.9	5
C[C@H]1OC[C@@H](C[N+](C)(C)C)O1	14	6	1	2	-8	10	-3.3	8
C[C@]12CC[C@H](O)C[C@H]1CC[C@@H]1[C@@H]2CC[C@]2(C)C(=O)CC[C@@H]12	-1	-8	1	27	6	-7	-0.7	8
COC(=O)C(NC(=S)N1CC2C[C@@H](C1)Cn1c2cccc1=O)C(C)C (some centres not stated)	-2	-8	-5	1	0	-18	0.9	10
Cc1nc2ccccc2c(=O)n1-c1cc(F)ccc1F	9	-23	-8	10	2	-9	1.3	12
Cc1cc(C(=O)OCC(=O)Nc2ccc(F)cc2F)c(C)n1C1CC1	11	10	-11	23	0	-6	0.2	3
O=C(c1ccc(Cl)cc1)C1CCCN(Cc2cccc3ncccc23)C1 (configuration not stated)	12	27	28	24	1	-61	-0.3	13
COC(=O)C1=C(c2ccc(F)cc2OCc2ccccc2)C[C@@H]2CC[C@H]1N2C(=O)NCC1CC1	10	6	-13	35	0	15	-0.5	5
O=C(Nc1ccccc1)N1CC2CC(C1)c1cccc(=O)n1C2 (configuration not stated)	9	-4	2	5	1	19	0.7	10
O=C1C2CCCN2C(c2ccc(Cl)c(Cl)c2)N1c1ccccn1 (configuration not stated)	20	9	8	17	-2	-14	-0.2	11
C=C1C2C[C@@]3([C@@H]1O)[C@@H](C[C@@H]2O)[C@@]12C4[C@@H]3C[C@@H]1[C@@](C)(CC[C@@H]2O)CN4CC	10	-2	-9	-17	-2	14	-2.4	13
Cc1ccccc1NC(=O)Cc1nc(COC(=O)Cc2ccccc2)cs1	7	24	8	21	-3	15	0.2	13
COC(=O)C1=C(c2ccc(C(C)=O)cc2)C[C@@H]2CC[C@H]1N2C(=O)NC1CC1	2	5	2	10	2	21	1.8	-2
O=c1c(/C=N/N2CCOCC2)c(O)n(-c2ccccc2)c(=S)n1-c1ccccc1	17	-5	1	9	-5	-2	-0.8	10
CCCCN1C(=O)/C(=C\c2ccco2)C(=O)N(CCc2ccccc2)C1=O	29	-8	13	29	0	9	-0.3	27
O=C1NC(=O)N(Cc2cccs2)C(=O)/C1=C/c1ccc(N2CCOCC2)cc1	-11	18	-1	0	0	7	-0.7	8
C=CCN1CCc2cccc3c2[C@H]1Cc1ccc(O)c(O)c1-3	1	27	20	15	-2	-28	1.8	-1
O=C(Nc1ccccc1OC(=O)N1CCCCC1)N1CCCCC1	-8	-10	13	-26	0	9	0.2	-40
CO[C@@H]1C=CC23c4cc5c(cc4CO[C@]2(O)CN(C)[C@H]3C1)OCO5 (some centres not stated)	-2	10	-15	-14	0	7	-1.8	4
COC(=O)C1=C(c2ccc(F)cc2OCc2ccccc2)C[C@@H]2CC[C@H]1N2C(=O)NCc1cccc(C(F)(F)F)c1	-1	24	-1	18	-3	11	3.1	3
Cc1ccc(N2C(=O)NC(=O)/C(=C/c3cnn(-c4ccc(C)cc4)c3)C2=O)cc1	8	-1	4	7	3	-50	87*	-9
Cc1ccc2c(c1)CC1(CN2C)C(=O)NC(=O)N(c2ccc(C)c(C)c2)C1=O (configuration not stated)	6	2	1	12	-2	12	-2.2	3
O=c1[nH]c(O)c(Cc2ccc3c(c2)OCO3)c(=O)[nH]1	-10	11	1	8	-2	8	2.5	-4
c1cncc(CNC2=NCCC2)c1	-9	1	-3	12	-1	20	0.7	5
O=C(COc1ccccc1)NCCc1cnc[nH]1	-17	15	-6	7	1	3	2.2	7
OC(c1ccc(F)cc1)(c1ccc(F)cc1)[C@@H]1CCCN1	4	-5	-7	18	-3	-2	-0.1	1
Cc1cccc(N/N=C/c2c(O)[nH]c(=S)[nH]c2=O)c1	12	0	15	1	-1	9	1.2	11
COc1cccc(-n2nc(C(=O)N3CCC4(CC3)OCCO4)c3ccccc3c2=O)c1	5	-28	-7	14	-4	0	2.0	9
COc1cc2c(cc1O)[C@@H]1Cc3ccc(OC)c(O)c3CN1CC2	11	43	58*	-16	-4	8	-0.8	-13
O=C1NC(=O)N(Cc2ccc(F)cc2)C(=O)/C1=C\c1ccc(N2CCCC2)cc1	11	-13	7	25	-2	22	-0.1	23
COc1cccc(CC(=O)N(C)C2CCCN(Cc3ccccc3F)C2)c1 (configuration not stated)	10	12	-15	18	-5	-11	3.3	11
CCCCCCCCC(=O)NCc1ccc(O)c(OC)c1	13	14	6	33	-6	19	-2.1	35
CC(C(=O)c1c[nH]c2ccccc12)N1CCc2ccccc2C1 (configuration not stated)	16	11	-12	21	0	-17	-5.1	7
CC/C(=N\NC(=O)c1ccccc1)c1c(O)n(C2CCCCC2)c(=O)[nH]c1=O	4	5	-10	5	0	-2	0.4	11
Cn1cc(C(=O)N2CCOCC2)c2ccccc21	-25	18	-1	9	2	16	0.5	6
O=C1NC(=S)N(c2ccc(Br)cc2)C(=O)/C1=C/N1CCN(C(=O)c2ccco2)CC1	6	20	-2	25	2	4	0.8	1
C[C@H]1C/C=C/[C@H]2[C@H](O)[C@H](C)[C@@](C)(O)[C@H]3[C@H](Cc4ccccc4)NC(=O)[C@]32[C@H](O)/C=C/[C@](C)(O)C1	-10	32	1	-4	-1	16	-1.1	-15
CN1CCN(c2ccc(/C=C3\C(=O)NC(=S)N(c4cccc(Br)c4)C3=O)o2)CC1	9	17	0	26	-1	-4	-0.1	8
CN(C)c1ccc(P(=S)(N(C)C)N(C)C)cc1	-4	14	-8	25	-1	2	-0.2	19
CN1CCN(Cc2cc3c(cc2[N+](=O)[O-])OCO3)CC1	-8	-8	-11	-10	-2	-13	3.1	-17

Record cards (already shown). Screens in order: TIM10 inh, Mdm2 MdmX PPI, Jurkat NFkB inh, tim23-1 inh, UPR XBP1 act, 697 NFkB inh, CHOP UPR activ, tim10-1 inh
Listed for CN(C)c1ccc(P(=S)(N(C)C)N(C)C)cc1 → -4, 14, -8, 25, -1, 2, -0.2, 19
Listed for O=C1NC(=S)N(c2ccc(Br)cc2)C(=O)/C1=C/N1CCN(C(=O)c2ccco2)CC1 → 6, 20, -2, 25, 2, 4, 0.8, 1
Listed for CC/C(=N\NC(=O)c1ccccc1)c1c(O)n(C2CCCCC2)c(=O)[nH]c1=O → 4, 5, -10, 5, 0, -2, 0.4, 11
Listed for CC(C(=O)c1c[nH]c2ccccc12)N1CCc2ccccc2C1 (configuration not stated) → 16, 11, -12, 21, 0, -17, -5.1, 7

(more compounds)
SMILES	TIM10 inh	Mdm2 MdmX PPI	Jurkat NFkB inh	tim23-1 inh	UPR XBP1 act	697 NFkB inh	CHOP UPR activ	tim10-1 inh
O=C(CNC(=O)OCc1ccccc1)Nc1ccc(Br)cc1C(=O)c1ccccc1Cl	4	9	5	16	-8	1	2.0	6
CCC(=O)N1N=C2C3CCN(CC3)C2C1c1ccccc1 (configuration not stated)	0	-16	11	-9	5	14	-2.6	-9
C[Se]C[C@@H](N)C(=O)O	4	11	-4	-2	-1	15	-1.2	7
CCCOC(=O)COc1cc(C)cc2oc(=O)c3c(c12)CCC3	11	-16	4	10	6	24	-1.6	-4
Cc1c(C)c2cc(Cl)c(OCC(=O)N3C[C@H]4C[C@@H](C3)c3cccc(=O)n3C4)cc2oc1=O	7	5	-16	3	0	15	-2.9	5
CCOC(=O)c1[nH]ncc1CN1CCCC(C(=O)c2cccc(Cl)c2)C1 (configuration not stated)	-10	35	11	6	1	-4	-2.2	10
Cc1ccccc1-n1c(C)nc2ccsc2c1=O	-5	-11	-4	-8	-1	-33	0.2	6
Nc1ccccc1C(=O)OCc1ccc([N+](=O)[O-])cc1	-3	2	-12	7	1	-27	7.9	4
O=C1NC(=S)N(c2ccccc2)C(=O)/C1=C/c1ccco1	-3	-10	-13	23	-1	-63	4.4	12
COC(=O)C1=C(c2ccc(F)cc2OCc2ccccc2)C[C@@H]2CC[C@H]1N2C(=O)NCCNC(C)=O	10	15	-8	-4	0	-5	-2.4	-10
Nc1ccc([As](=O)(O)O)cc1	6	-24	-1	5	-6	2	3.0	1
Cc1cccc(CN2CCCC(C(=O)c3ccc(C(F)(F)F)cc3)C2)n1 (configuration not stated)	10	17	5	10	2	-4	-2.1	30
C[C@]12CCC3C(CC[C@H]4C[C@@H](O)CC[C@]34C)C1C[C@@H](N)[C@@H]2O (some centres not stated)	-18	16	-3	5	-3	11	1.0	-20
O=C(COc1ccccc1)N1CCN(CC2CC3C=CC2C3)CC1 (configuration not stated)	5	17	6	-3	-4	10	-1.2	11
Cc1ccc(C2CN(C)CC2C(=O)c2ccc(F)cc2)cc1 (configuration not stated)	-2	-29	3	2	5	0	0.3	9
COC(=O)C1=C(c2cccc(OCc3ccccc3)c2)C[C@@H]2CC[C@H]1N2C(=O)NNCc1ccccc1	20	30	-5	27	0	7	-1.0	22
CC/C(=N\NC(N)=O)c1c(O)[nH]c(=O)[nH]c1=O	-5	18	-7	-19	-3	-6	-2.4	-11
CCc1ccccc1NC(=O)CNC1CCCCC1	-10	5	-5	13	2	22	0.3	-7
COc1ccc(N2CCN(CCCN)CC2)cc1	-20	-16	-22	-27	-3	-8	0.2	-8
COc1cc2c(cc1OC)-c1c3c(cc4c1[C@@H](C2)N(C)CC4)OCO3	-88	54*	60*	9	-2	-139	-1.6	-37
Cc1ncc2n1-c1ccc(Cl)cc1C(c1ccccc1F)=NC2	6	51*	-8	5	1	-10	1.4	-8
O[C@H]1[C@H](O)[C@@H](O)CN2CC[C@H](O)[C@H]12	-5	-11	6	6	-5	23	-1.6	2
O=C(CCN1CCOCC1)NCC(=O)Nc1ccc(Br)cc1C(=O)c1ccccc1	9	-16	20	18	-2	16	0.2	-4
Cn1c(O)c(C=Nc2ccc(F)cc2)c(=O)[nH]c1=O	0	-7	-11	19	3	-23	0.4	12

A portion of the library. The share of hits here may be higher or lower than overall.
